GLS inh: qHTS for Inhibitors of Glutaminase (GLS); 410,000 tested, 0.21% active; Glutaminase kidney isoform, mitochondrial (Homo sapiens), O94925; Potency, µM (series often up to 45.5 µM), without a hit: at the top dose activity change, negative = inhibition, actives largely listed as inhibitors; AID 624170, 2012; GLS enzymatic activity, qHTS titration; further: potency means the concentration at half of the fitted maximal effect; on the % scale 0 is the no-effect control and ±100 the full control effect
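Compounds were pin-transferred onto hKGA, after which L-glutamine (1 mM solution) and a detection mix of glutamate oxidase, HRP and Amplex Red were added. Initial and 30 min RT fluorescence reads were collected.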
TrxR1 inh: qHTS Assay for Inhibitors of Mammalian Selenoprotein Thioredoxin Reductase 1 (TrxR1): qHTS; 390,000 tested, 1% active; Thioredoxin reductase 1, cytoplasmic (Rattus norvegicus), O89049; Potency, µM (series often up to 114 µM), for the others: at the highest dose activity change, negative = inhibition, actives largely listed as inhibitors; AID 588453, 2011; recombinant rTrxR1, NADPH fluorescence consumption, selenite substrate; further: potency means the concentration at half of the fitted maximal effect; on the % scale 0 is the no-effect control and ±100 the full control effect; nearly all actives have a fitted effect of over 65% in size
Target sequence (O89049 whole entry, looked up): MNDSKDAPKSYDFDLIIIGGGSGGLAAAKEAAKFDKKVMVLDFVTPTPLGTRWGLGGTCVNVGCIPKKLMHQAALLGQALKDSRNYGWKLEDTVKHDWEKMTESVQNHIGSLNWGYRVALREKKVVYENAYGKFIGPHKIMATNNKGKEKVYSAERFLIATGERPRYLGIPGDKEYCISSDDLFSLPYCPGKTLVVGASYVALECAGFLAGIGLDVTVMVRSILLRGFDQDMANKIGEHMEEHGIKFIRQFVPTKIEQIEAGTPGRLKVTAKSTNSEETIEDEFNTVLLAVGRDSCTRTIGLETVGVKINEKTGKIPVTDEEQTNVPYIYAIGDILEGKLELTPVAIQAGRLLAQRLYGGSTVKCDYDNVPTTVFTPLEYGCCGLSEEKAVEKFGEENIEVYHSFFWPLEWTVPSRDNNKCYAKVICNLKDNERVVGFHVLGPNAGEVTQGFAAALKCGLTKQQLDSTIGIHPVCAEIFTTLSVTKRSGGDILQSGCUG
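Rat TrxR1 (90 nM in the dispensed reagent) was pre-reduced with 400 uM NADPH for 5 min at room temperature, then incubated with compound for 15 min. After 400 uM selenite was added, NADPH fluorescence (Ex 340/Em 450 nm) was followed for 8 min.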
TrxR1 substrate: qHTS Assay for Substrates of Mammalian Selenoprotein Thioredoxin Reductase 1 (TrxR1): qHTS; purified TrxR1 substrate turnover, NADPH consumption readout; Potency, µM (top dose mostly 114 µM), for the others: at the highest dose activity change, negative = substrate turnover; 390,000 tested, 0.01% active; AID 588456, 2011; Thioredoxin reductase 1, cytoplasmic (Rattus norvegicus), O89049; further: potency means the concentration at half of the fitted maximal effect; on the % scale 0 is the no-effect control and ±100 the full control effect; nearly all actives have a fitted effect of over 50% in size
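Rat TrxR1, dispensed at 90 nM, was prereduced with 400 uM NADPH (final) for 5 min at ~22 deg C, then incubated with compound 15 min before 400 uM selenite. A first-read NADPH fluorescence drop versus no-compound background flagged substrates.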
Tb PGK inh: qHTS Assay to Find Inhibitors of Phosphoglycerate Kinase; Phosphoglycerate kinase, glycosomal (Trypanosoma brucei brucei), P07378; PGK/GAPDH coupled, Kinase-Glo luminescence, 60 min; Potency, µM (series often up to 57.5 µM), for the others: at the top dose activity change, negative = inhibition, usual class: inhibitors; 380,000 tested, 0.043% active; further: potency means the concentration at half of the fitted maximal effect; on the % scale 0 is the no-effect control and ±100 the full control effect; nearly all actives have a fitted effect of over 60% in size
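Luminescent ATP detection (Kinase-Glo Plus) follows a 60-minute room-temperature incubation, with wells lacking PGK as controls. Buffer: 100 mM TEA (pH 7.6), 5 mM MgCl2, 0.01% Tween-20. Coupling enzyme GAPDH (100 nM final) supplies unstable 1,3-BPG in-well.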
HP1b chromo inh: HTS for Inhibitors of HP1-beta Chromodomain Interactions with Methylated Histone Tails; Chromobox protein homolog 1 (Homo sapiens), P83916; AlphaScreen HP1-beta / biotin-H3K9me3 peptide binding; Potency, µM (titrated, usually from 114 µM), without a hit: at the top dose activity change, negative = inhibition, actives largely listed as inhibitors; 390,000 tested, 0.56% active; AID 540317, 2011; further: potency means the concentration at half of the fitted maximal effect; nearly all actives have a fitted effect of over 70% in size; inactives centre near 23
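AlphaScreen: HP1-beta (50 nM) preformed 30 min with biotin-H3(1-18)K9me3 peptide (50 nM) in PBS pH 7.4, 0.01% Tween-20. Compound added for 30 min at RT, then streptavidin donor/nickel chelate acceptor beads (10 ug/mL) for 30 min.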
PI4K2A block: qHTS for small molecular inhibitors of PI4K2A. Phosphatidylinositol 4-kinase type 2-alpha (Homo sapiens), Q9BTU6. purified PI4K2A, ADP-Glo luminescence, 1 h; active compounds read low. activity change, negative = inhibition, % at 76.9 µM. 420,000 tested, 0.13% active. AID 1346378, 2018; in the data active means activity change below about -50%; inconclusive means mostly about -30% to -49%;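 further: -100% = wells without enzyme as full effect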
Target sequence (Q9BTU6 whole entry, looked up): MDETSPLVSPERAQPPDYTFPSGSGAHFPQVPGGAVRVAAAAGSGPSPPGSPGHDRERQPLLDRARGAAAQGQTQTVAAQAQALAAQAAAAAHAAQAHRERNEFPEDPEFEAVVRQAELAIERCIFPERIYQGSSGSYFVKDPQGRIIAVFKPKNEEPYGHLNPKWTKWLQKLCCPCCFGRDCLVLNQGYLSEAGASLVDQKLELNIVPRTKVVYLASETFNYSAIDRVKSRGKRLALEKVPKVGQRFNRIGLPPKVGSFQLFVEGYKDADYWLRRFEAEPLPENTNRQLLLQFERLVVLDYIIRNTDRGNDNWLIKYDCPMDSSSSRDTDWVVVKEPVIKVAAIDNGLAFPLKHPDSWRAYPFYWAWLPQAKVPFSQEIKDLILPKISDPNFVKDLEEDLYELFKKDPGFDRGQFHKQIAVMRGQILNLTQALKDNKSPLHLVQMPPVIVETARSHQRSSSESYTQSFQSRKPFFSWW
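In this quantitative HTS, ADP production by PI4K2A was quantified luminescently after 1 h at ambient temperature; 100 microM adenosine served as plate-quality control.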
Pin1 inh: qHTS Assay to Find Inhibitors of Pin1; Potency, µM (top dose mostly 115 µM), for the others: at the top dose activity, negative = inhibition, hits mostly inhibitors; Pin1 FP peptide displacement, HiFluor488, 10 min; AID 504891, 2011; 390,000 tested, 0.009% active; Peptidyl-prolyl cis-trans isomerase NIMA-interacting 1 (Homo sapiens), Q13526; active means well fitted inhibition curve with a large enough effect in the polarisation, with a control signal flat, not every such curve was filed as active; inconclusive means small, poorly fitted or top-dose-only effect, or effect the other way, or a change in a side signal; inactive means no such curve, though single readings can be large or run the other way; the % refers to the polarisation; further: potency means the concentration at half of the fitted maximal effect; on the % scale 0 is the no-effect control and ±100 the full control effect
mIDH1 inhibitor: qHTS for Inhibitors of mutant isocitrate dehydrogenase 1 (IDH1): qHTS | Isocitrate dehydrogenase [NADP] cytoplasmic (Homo sapiens), O75874 | IDH1-R132H enzyme, NADPH consumption, diaphorase/resazurin fluorescence | Potency, µM (titrated, usually from 76.6 µM), for the others: top-dose activity change, negative = inhibition, most hits filed as inhibitors | 390,000 tested, 0.093% active; further: potency means the concentration at half of the fitted maximal effect; on the % scale 0 is the no-effect control and ±100 the full control effect; nearly all actives have a fitted effect of over 65% in size
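IDH1-R132H (0.5 ug/mL dispensed) in pH 7.5 Tris buffer was preincubated 30 min with compound, then given a substrate mix of 0.016 mM NADPH and 2 mM alpha-KG for 80 min at room temperature; remaining NADPH was read by diaphorase/resazurin fluorescence.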
USP1 inh: Inhibitors of USP1/UAF1: Primary Screen; Ubiquitin carboxyl-terminal hydrolase 1 (Homo sapiens), O94782; recombinant USP1/UAF1, Ub-Rhodamine cleavage fluorescence; Potency, µM (highest dose often 57.1 µM), without a hit: at the highest dose activity change, negative = inhibition, hits mostly inhibitors; 390,000 tested, 0.23% active; AID 743255, 2014; further: potency means the concentration at half of the fitted maximal effect; on the % scale 0 is the no-effect control and ±100 the full control effect; nearly all actives have a fitted effect of over 60% in size; inactives centre near -12
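Step one: compound is pinned into 1nM USP1/UAF1 in HEPES pH 7.8 buffer with TCEP. Step two: 15 min room-temperature incubation. Step three: Ub-Rho (150nM final) starts cleavage, tracked by fluorescence over six one-minute reads.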
The depositor's hits bear a star; i = inactive; ? = inconclusive; . = no result given; & = joins results of further samples; [ ] = dose if it differs, or a comment. Unless noted, the call rests on the fitted dose curve; in most records, active means well fitted curve in the direction sought with a large enough effect; inconclusive means small, poorly fitted or top-dose-only effect, or another doubt; inactive means no such curve, though single readings can be large; an effect the other way counts as inactive or inconclusive. These rows are one share of the data; rates above refer to the full screens.

No.	SMILES	GLS inh	TrxR1 inh	TrxR1 substrate	Tb PGK inh	HP1b chromo inh	PI4K2A block	Pin1 inh	mIDH1 inhibitor	USP1 inh
1	Nc1nc2c(s1)COc1ccccc1-2	0%	-13%	-3%	i	?	-3	4%	12%	-17%
2	CC(C)(C)c1nc(CN2CCCCC2)cc(CN2CCCCC2)c1O	36%[activator]	-7%	4%	-5%	29%	-2	0%	9%	-4%
3	c1ccc(-c2ccnc3ncnn23)nc1	-3%	-6%	0%	14%	78%[activator]	0	5%	-12%	-19%
4	Cc1sc(NC(=O)c2ccc(=O)n(C)n2)nc1-c1ccccc1	3%	13%[57.1 µM]	2%[57.1 µM]	7%	25%	3	-2%	1%	6%
5	CCn1c(SCC(=O)Nc2nccs2)nnc1-c1ccccc1	-1%	3%	5%	.	19%	3	?	0%	9%
6	COC(=O)c1sc2nc(CN3CCN(c4cccc(C(F)(F)F)c4)CC3)[nH]c(=O)c2c1C	-10%	?	-3%	i	36%	0	?	0%	-21%
7	O=C(/C=C/c1cccc([N+](=O)[O-])c1)OC1CCCCC1=O (stereo unspecified)	-10%	-17%	-6%	8%	35%	0	1%	2%	-8%
8	CCOC(=O)c1sc(N)nc1-c1ccccc1	10%	15%	-4%	-4%	7%	16	-1%	1%	-12%
9	O=C(Nc1ccc2c(c1)CCC2)Nc1ccccc1F	9%	15%	-5%	-6%	18%	-15	0%	-5%	-6%
10	CCOC(=O)c1c(C(C#N)C#N)cc(C)nc1C	3%	4%[57.1 µM]	-3%[57.1 µM]	-1%	37%	-4	1%	18%	3%
11	CN1CCN(c2nc3cc(N4CCOCC4)ccc3s2)CC1	21%	.	.	-2%	.	-11	.	-5%	-10%
12	CC(=O)c1cccc(CN2CCN(CC=C(C)C)C(CCO)C2)c1 (stereo unspecified)	10%	26%	7%	i	12%	-3	-15%	6%	-20%
13	COC(=O)c1sccc1S(=O)(=O)N1CCN(c2cccc(C)c2C)CC1	17%	3%[57.1 µM]	-7%[57.1 µM]	3%	17%	-1	-2%	-8%	-11%
14	COc1cccc(NC(=O)c2csc3c2CCCCC3)c1	-3%	-3%	-6%	-5%	56%[activator]	-5	1%	25%	-16%
15	CN(CC(=O)Nc1cccc(F)c1)C(=O)c1cc(S(=O)(=O)N(C)C)ccc1N1CCCC1	10%	4%	-1%	6%	20%	-1	-5%	-4%	-7%
16	Cc1c(OC(C)C(=O)NCCN2CCOCC2)ccc2c3c(c(=O)oc12)CCCC3 (stereo unspecified)	-3%	18%[57.1 µM]	19%[57.1 µM]	-9%	71%[activator]	-3	-3%	-5%	-24%
17	Cc1ccc(COc2ccsc2C(=O)O)cc1	11%	7%[57.1 µM]	5%[57.1 µM]	0%	33%	-1	-6%	0%	-16%
18	COc1ccc(CCNC(=O)CCNS(=O)(=O)c2cccc3nsnc23)cc1OC	9%	3%[57.1 µM]	9%[57.1 µM]	9%	20%	-1	0%	-10%	2%
19	COc1ccc(N2CCN(S(=O)(=O)c3cccs3)CC2)cc1	29%	-6%	-8%	-5%	-9%	8	14%	18%	-17%
20	Cc1ccc2oc(=O)c3cnn(CC(=O)NC4CCN(Cc5ccccc5)CC4)c3c2c1	-8%	5%[57.1 µM]	-5%[57.1 µM]	0%	32%	5	-2%	4%	-9%
21	COc1ccc(NC2CCCN(C(=O)CCc3cccc(F)c3)C2)cc1 (stereo unspecified)	-1%	-4%	-7%	-1%	-17%	2	0%	1%	-19%
22	CCOC(=O)C1C(c2ccc(O)c(O)c2)NC(=S)NC1(O)C(F)(F)F (stereo unspecified)	-11%	-30%	-17%	i	41%[activator]	5	4%	4%	-14%
23	Cc1cccc(N2C(=O)C3C4C=CC(C5CC45)C3C2=O)n1 (stereo unspecified)	-9%	14%[57.1 µM]	3%[57.1 µM]	-6%	17%	1	6%	9%	-1%
24	O=C(Nc1ccc2oc(=O)ccc2c1)c1ccc(-c2cccc([N+](=O)[O-])c2)o1	4%	-20%	3%[57.1 µM]	8%	-1%	-3	?	-3%	?
25	O=S(=O)(c1ccccc1)N1CCNCC1	0%	-1%[57.1 µM]	10%[57.1 µM]	-4%	17%	-1	-1%	3%	-2%
26	CN(C)S(=O)(=O)N1CCc2ccc(NC(=O)C3CCCO3)cc2C1 (stereo unspecified)	-2%	-10%	-6%	-5%	19%	1	-1%	-1%	-9%
27	CC(=O)c1cccc(-n2c(=O)c3c4c(sc3n(CC(=O)Nc3ccccc3F)c2=O)CN(C(C)=O)CC4)c1	1%	31%	10%	-4%	41%[activator]	-1	12%	8%	-28%
28	CCCSc1nnc(NC(=O)Nc2ccccc2)s1	0%	8%	0%	0%	41%[activator]	-2	6%	3%	-12%
29	CCC(=O)Nc1cccc(NC(=S)NC(=O)c2ccc(Cl)cc2)c1	5%	-27%	-4%	-6%	18%	2	-2%	1%	-16%
30	COc1cc2[nH]c(C(=O)Nc3ccc4c(c3)OCCO4)cc2c(OC)c1OC	6%	11%	-1%	-12%	22%	4	-7%	4%	-21%

Entries of single compounds from above.
Results for `CC(=O)c1cccc(-n2c(=O)c3c4c(sc3n(CC(=O)Nc3ccccc3F)c2=O)CN(C(C)=O)CC4)c1` = GLS inh = 1%; TrxR1 inh = 31%; TrxR1 substrate = 10%; Tb PGK inh = -4%; HP1b chromo inh = 41%[activator]; PI4K2A block = -1; Pin1 inh = 12%; mIDH1 inhibitor = 8%; USP1 inh = -28%
Results for `Cc1cccc(N2C(=O)C3C4C=CC(C5CC45)C3C2=O)n1` (stereo unspecified) = GLS inh = -9%; TrxR1 inh = 14%[57.1 µM]; TrxR1 substrate = 3%[57.1 µM]; Tb PGK inh = -6%; HP1b chromo inh = 17%; PI4K2A block = 1; Pin1 inh = 6%; mIDH1 inhibitor = 9%; USP1 inh = -1%

Next section.
cpd	Compound	GLS inh	TrxR1 inh	TrxR1 substrate	Tb PGK inh	HP1b chromo inh	PI4K2A block	Pin1 inh	mIDH1 inhibitor	USP1 inh
31	COC(=O)c1ccc(COC(=O)c2c(C)nn(Cc3ccccc3Cl)c2Cl)o1	3%	7%[57.1 µM]	4%[57.1 µM]	-7%	47%[activator]	7	6%	2%	-13%
32	CCOC(=O)C1CCCN(C(=S)Nc2ccc(S(=O)(=O)N3CCOCC3)cc2)C1 (stereo unspecified)	?	-24%	8%[57.1 µM]	-24%	41%[activator]	0	-6%	2%	-10%
33	COc1ccc(NC(=O)Cc2c(C(=O)O)[nH]c3ccccc23)cc1OC	-4%	3%[2.29 µM]	3%	-7%	27%	1	-4%	16%	3%
34	CC(=O)C1=C(C)NC(=O)NC1c1cccc(O)c1 (stereo unspecified)	1%	12%	4%	0%	21%	1	1%	5%	6%
35	Cc1ccc2[nH]c3c(=O)n(CC(=O)NCCc4ccc(Cl)cc4)ncc3c2c1	-7%&0%	3%&27%	-4%&12%	-10%&-7%	36%&21%	-1&1	1%&4%	-8%&-10%	-25%&-20%
36	O=[N+]([O-])c1cccc(C2Nc3cccc4cccc(c34)N2)c1	37%[activator]	50µM*	-8%	-6%	?	1	-9%	7%	-23%
37	Nc1ccc2nc(CCCCc3nc4ccccc4[nH]3)[nH]c2c1	-10%	3%	7%	-4%	2%	-18	5%	10%	-20%
38	CCOc1ccc(NC(=O)N(C)CCc2c(C)nn(C)c2C)cc1	18%	1%[57.1 µM]	-3%[57.1 µM]	i	45%[activator]	-11	2%	4%	?
39	CC1CCCCC1NC(=O)CCS(=O)(=O)c1ccc2c(c1)NC(=O)CO2 (stereo unspecified)	2%	11%	2%	-3%	40%[activator]	1	3%	6%	-14%
40	Cc1cn2c(=O)cc(COc3ccc(NC(=O)c4ccc(C(C)(C)C)cc4)cc3)nc2s1	-19%	15%	0%	-10%	-8%	0	31%[activator]	-7%	-8%

Source: PubChem (National Center for Advancing Translational Sciences (NCATS))
